Bioassay records from PubChem BioAssay.
miR-122 sensor = blocks miR-122 activity in Huh7 sensor cells; Huh7 miR-122 Renilla luciferase sensor, 48 h; neutral wells = 0, positive control = 100; activation (reporter increase), % at 12.5 µM; hit rate 0.3% among 340,000;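 active = mean replicate activation score at least 90 and every replicate individually at or above 90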;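 also: higher luciferase means less miR-122 activity so hits act as miR-122 inhibitors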
RAD54 branch = inhibitors of human RAD54 branch migration; Q92698; RAD54 Holliday junction branch migration, FAM/BHQ fluorescence; inhibition, % at 10.4 µM; hit rate 0.14% among 360,000;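 active = mean normalized replicate activity at least 40 and at least half of replicates scoring 40 or more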;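 also: 0% = median of neutral control wells and 100% = median of positive control wells; inhibitors cause a drop in the FAM fluorescence signal; in these data hits start at about 50%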
E-selectin induc = induces E-selectin expression in human endothelial cells; HUVEC E-selectin immunofluorescence imaging; normalized: neutral wells 0, TNF-alpha wells 100; activation, % at 7.58 µM; hit rate 0.37% among 260,000;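 active = mean E-selectin-positive cell signal at least 10% of the positive control, reached in at least 60% of replicates, without over 20% cell loss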;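 also: in these data hits start at about 27%; measured in HUVEC primary endothelial cells; signal is the percent of cells scored E-selectin positive by PE staining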
Target sequence (P16581 whole entry, looked up): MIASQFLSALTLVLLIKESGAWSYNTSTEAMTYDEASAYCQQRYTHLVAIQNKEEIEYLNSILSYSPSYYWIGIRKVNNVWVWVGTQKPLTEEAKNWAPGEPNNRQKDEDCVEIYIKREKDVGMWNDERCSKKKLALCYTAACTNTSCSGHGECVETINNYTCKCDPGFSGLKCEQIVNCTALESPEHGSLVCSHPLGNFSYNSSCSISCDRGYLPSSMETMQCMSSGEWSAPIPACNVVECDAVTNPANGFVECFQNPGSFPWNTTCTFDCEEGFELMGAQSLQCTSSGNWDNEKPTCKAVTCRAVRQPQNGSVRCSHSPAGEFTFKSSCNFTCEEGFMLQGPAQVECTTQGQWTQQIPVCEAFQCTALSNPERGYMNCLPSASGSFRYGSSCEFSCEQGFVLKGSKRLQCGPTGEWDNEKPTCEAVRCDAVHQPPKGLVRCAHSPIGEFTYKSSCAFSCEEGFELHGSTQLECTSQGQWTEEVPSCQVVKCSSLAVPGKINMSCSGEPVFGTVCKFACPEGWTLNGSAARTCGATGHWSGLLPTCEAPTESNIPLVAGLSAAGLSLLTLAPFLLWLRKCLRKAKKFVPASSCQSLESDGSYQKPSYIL
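Test system – human umbilical vein endothelial cells (HUVEC), E-selectin induction · Input – 3,000 HUVEC seeded per well · Buffer or medium – EGM-2, gelatin · Compound dosing – single-point compound dose · Detection – immunofluorescence imaging · Measure – percent E-selectin-positive cells · Controls – TNF-alpha high, DMSO low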
PGC1a acetyl inh = modulators of PGC1a acetylation | U2OS PGC1a acetylation, AlphaScreen anti-acetyl-lysine; with virally co-expressed GCN5 acetyltransferase | AID 651687 | inhibition, % at 15.6 µM | hit rate 0.17% among 350,000;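 active = every replicate shows inhibition of at least 40%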;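 also: 0% = neutral control wells and 100% = positive control wells; some results beyond the cut were filed as inactive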
Cneo AK release = causes C. neoformans cell lysis; adenylate kinase release luminescence, 4 h; normalised: neutral wells 0, clomiphene wells 100; lysis activity, % at 15 µM; hit rate 0.2% among 360,000; AID 651654;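 active = mean lysis activity across replicates of at least 80%, whatever share of replicates individually reach that level; inactive = mean lysis activity below 80%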
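Assay system: C. neoformans cells. Amount: yeast cell density of 5 × 10^6 cells/mL. Technique: AK luminescence. Buffer or medium: YPD. Times: static 4 h at 37 °C with compound, 1 h detection. Dosing: single-point compound dose. Read-out: lysis from increased AK signal.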
RAD52 inh = blocks human RAD52 DNA annealing. AID 651710. P43351. recombinant RAD52 DNA annealing, FRET fluorescence. inhibition, % at 18.7 µM. hit rate 0.46% among 360,000;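 active = every replicate showing at least 50% inhibition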
Target sequence (P43351 whole entry, looked up): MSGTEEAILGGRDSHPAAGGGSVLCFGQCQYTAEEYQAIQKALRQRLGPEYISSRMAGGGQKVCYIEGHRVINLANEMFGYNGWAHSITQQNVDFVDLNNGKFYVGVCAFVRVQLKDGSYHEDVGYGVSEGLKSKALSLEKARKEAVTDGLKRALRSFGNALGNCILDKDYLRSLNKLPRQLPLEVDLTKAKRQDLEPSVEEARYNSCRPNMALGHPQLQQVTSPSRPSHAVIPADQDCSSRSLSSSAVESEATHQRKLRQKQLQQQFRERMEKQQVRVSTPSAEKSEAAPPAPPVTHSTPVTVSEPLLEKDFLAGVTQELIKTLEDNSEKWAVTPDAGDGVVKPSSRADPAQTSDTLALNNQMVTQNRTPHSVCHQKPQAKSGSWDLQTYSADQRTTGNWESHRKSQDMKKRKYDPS
PglD DTNB = inhibitors of Campylobacter jejuni PglD acetyltransferase; inhibition, % at 12.5 µM; purified PglD enzyme, DTNB colorimetric CoA detection; hit rate 0.098% among 360,000; in the data active = inhibition above about 16%, passing the limit was not always enough; also: strong numbers were not always called active
ERAP1 inh = inhibitors of human ERAP1 aminopeptidase | Q9NZ08 | recombinant ERAP1, Leu-AMC fluorescence, 60 min | inhibition, % at 10.7 µM | hit rate 0.15% among 340,000 | AID 652197;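 active = mean replicate inhibition of at least 30%, or all replicates individually reaching that 30% level; inactive = mean below 30% and not every replicate reaching it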;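 also: 0% = neutral control wells and 100% = L-leucinethiol positive control wells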
* = called active by the depositor; . = not tested or not shown; & = joins results of further samples; [ ] = remark or other dose.

SMILES	Cneo AK release	miR-122 sensor	PglD DTNB	E-selectin induc	ERAP1 inh	RAD54 branch	RAD52 inh	PGC1a acetyl inh
O=C(Nc1ccc2c(c1)[C@H]1C[C@H](CC(=O)N3CCOCC3)O[C@@H](CO)[C@H]1O2)c1ccc2c(c1)OCO2	-32	2[16.7 µM]	2	0.4	.	4	.	1
CCC(C(=O)NC1CCCC1)N(C(=O)Cn1nnc(-c2ccc(C)o2)n1)C(C)(C)C (configuration not stated)	1	0	-7	.	.	-13	.	2
CC(C)C#Cc1ccc2c(c1)O[C@H](CN(C)C(=O)NC(C)C)[C@H](C)CN([C@H](C)CO)S2(=O)=O	3	6[16.7 µM]	-4	0.1	-3	2	7	-29
CCN(CC)C(=O)CC(c1ccc(N(C)C)cc1)c1c(OC)cc(OC)c2c(-c3ccccc3)cc(=O)oc12 (configuration not stated)	2	99*	4	0.0	-1	5	-8	-21
COc1ccc(C(=O)Nn2c(SCc3ccc([N+](=O)[O-])cc3)nc3ccccc3c2=O)cc1	10	22	13	.	.	-4	.	-7
O=S(=O)(c1cccc(NC(=S)N2CCN(c3cccc(Cl)c3)CC2)c1)C(F)F	.	-1	.	-0.7	7	.	-19	-7
O=C(c1cccc(S(=O)(=O)N2CCCCC2)c1)N(CCc1ccccc1)Cc1ccccc1	1	14	-1	0.2	-6	-10	-13	-2
O=C(Nc1ccc(S(=O)(=O)NCc2ccco2)cc1)c1ccc(F)cc1	1	39	-4	.	2	11	-24	.
CCCC1=C(C(=O)OCC)C(c2sccc2C)n2ncnc2N1 (configuration not stated)	-4	-7	5	-0.2	1	-4	0	2
CC1CC(=O)NN=C1c1ccc(NCCO)c([N+](=O)[O-])c1 (configuration not stated)	3	-8	-2	.	.	-1	.	8
CO[C@@H]1CN(C)C(=O)c2ccc(NS(=O)(=O)c3ccccc3)cc2OC[C@@H](C)N(Cc2cccnc2)C[C@@H]1C	-5	.	-2	-0.2	.	-7	1	2
CCCCC(=O)Nc1ccccc1N1CCN(c2ccc(F)cc2)CC1	1	-6	-3	.	-6	-2	-19	-7
COc1ccc([Si](C)(C)[C@H]2[C@H](CCO)O[C@@]3(C(=O)N(Cc4ccc(N5CCOC5=O)cc4)c4ccccc43)[C@@H]2C)cc1	78	.	-14	.	-3	-5	15	.
COc1ccc(CN(C)C[C@H]2OCCCC[C@H](C)Oc3ccc(NS(=O)(=O)c4ccccc4)cc3C(=O)N([C@H](C)CO)C[C@@H]2C)cc1	2	4[16.7 µM]	4	-0.1	0	-4	10	4
O=S1(=O)c2ccc(Br)cc2N2CCC[C@H]2CN1Cc1ccccc1	-1	140*	-1	0.9	.	-8	-12	-12
C/C(=N\N(c1ccccc1)c1ccccc1)c1ccco1	0	3	-3	.	0	-5	-8	1
CCC(=O)N(C)C[C@H]1Oc2ncc(C#Cc3cccnc3)cc2C(=O)N([C@@H](C)CO)C[C@H]1C	2	-3[16.7 µM]	-2	-0.3	2	-1	5	9
O=C(C[C@@H]1C[C@@H]2c3cc(NS(=O)(=O)c4ccc(F)cc4)ccc3O[C@@H]2[C@H](CO)O1)NCc1cccc(F)c1	37	-7[16.7 µM]	1	-0.5	-1	-2	-7	4
O=C(Nc1nc(SCc2ccc(F)cc2)ns1)c1ccco1	2	-3	-2	.	0	10	-15	3
COCCn1nnnc1C(c1ccc(C)cc1)N1CCN(Cc2ccc3c(c2)OCO3)CC1 (configuration not stated)	1	2	8	.	.	-2	.	-9
CCOC(=O)C(=O)Nc1nccs1	-1	0	6	.	-1	2	-13	-7
CC(=O)N1CCN(S(=O)(=O)c2cccc(C(=O)OCc3cccc(F)c3)c2)CC1	-1	14	-2	8.6	3	-1	6	-3
CC(C)NC(=O)N(C)C[C@H]1OCCCC[C@H](C)Oc2ccc(NC(=O)Nc3cccc4ccccc34)cc2C(=O)N([C@H](C)CO)C[C@@H]1C	-3	-3[16.7 µM]	3	.	-4	-12	6	3
C[C@@H]1CN([C@@H](C)CO)C(=O)c2c(c3ccccc3n2C)-c2ccccc2CO[C@@H]1CN(C)S(=O)(=O)c1ccsc1	-1	.	3	-0.3	1	2	17	-24
CC(=O)c1ccc(NC(=S)N2c3ccccc3CC2C)cc1 (configuration not stated)	2	.	-3	.	6	-7	4	4
O=C(COC(=O)CNC(=O)c1ccccc1)Nc1ccc(Cl)cn1	0	-2	-4	0.0	-3	-12	-14	3
COc1cc(CCC(=O)N2CCN(c3ccc([N+](=O)[O-])cc3)CC2)cc(OC)c1OC	0	3	-5	0.1	4	18	-7	-8
CSc1ccc(C#N)cc1NC(=O)c1ccccc1C	-2	-1	-3	.	4	9	-19	-3
Cc1ccc(C)c(N2CCN(c3cnn(-c4nc5ccccc5s4)c(=O)c3Cl)CC2)c1	2	1	-7	.	.	1	.	-6
O=C([C@H]1[C@H](CO)[C@H]2Cn3c(ccc(C4=CCCC4)c3=O)[C@@H]1N2C(=O)c1ccncc1)N1CCOCC1	-3	.	-2	0.1	-2	6	-8	.

Another view of some results above.
> CCC(=O)N(C)C[C@H]1Oc2ncc(C#Cc3cccnc3)cc2C(=O)N([C@@H](C)CO)C[C@H]1C
  Cneo AK release: 2
  miR-122 sensor: -3[16.7 µM]
  PglD DTNB: -2
  E-selectin induc: -0.3
  ERAP1 inh: 2
  RAD54 branch: -1
  RAD52 inh: 5
  PGC1a acetyl inh: 9
> O=C(C[C@@H]1C[C@@H]2c3cc(NS(=O)(=O)c4ccc(F)cc4)ccc3O[C@@H]2[C@H](CO)O1)NCc1cccc(F)c1
  Cneo AK release: 37
  miR-122 sensor: -7[16.7 µM]
  PglD DTNB: 1
  E-selectin induc: -0.5
  ERAP1 inh: -1
  RAD54 branch: -2
  RAD52 inh: -7
  PGC1a acetyl inh: 4
> O=C(Nc1nc(SCc2ccc(F)cc2)ns1)c1ccco1
  Cneo AK release: 2
  miR-122 sensor: -3
  PglD DTNB: -2
  E-selectin induc: .
  ERAP1 inh: 0
  RAD54 branch: 10
  RAD52 inh: -15
  PGC1a acetyl inh: 3

Other records follow.
SMILES	Cneo AK release	miR-122 sensor	PglD DTNB	E-selectin induc	ERAP1 inh	RAD54 branch	RAD52 inh	PGC1a acetyl inh
CO[C@H]1CN(C)C(=O)c2ccc(NC(C)=O)cc2OC[C@H](C)N(Cc2ccncc2)C[C@H]1C	2	3[16.7 µM]	0	0.9	2	7	4	-2
C[C@@H]1CN([C@H](C)CO)C(=O)c2cc(Br)cnc2O[C@@H]1CN(C)Cc1ccc(F)cc1	6&3	-1	-1&1	0.0&3.7	8&2	8&2	-10&7	8&-6
CCC(C)Sc1nc2c(c(=O)[nH]c(=O)n2C)n1Cc1ccccc1Cl (configuration not stated)	-3	-7	0	-0.2	-5	-9	-16	-6
Cc1sc2ncnc(N3CCC(C(=O)Nc4ccc(F)cc4Cl)CC3)c2c1C	-2	-11	-6	.	-1	-1	-15	1
Cn1c(=O)c2c(ncn2CCOc2ccc(Br)cc2)n(C)c1=O	2	-2	2	.	-2	-5	-15	2
O=C(O)c1cc(Br)ccc1NS(=O)(=O)c1cccc2nsnc12	1	1	5	.	-1	-2	-11	20
COc1ccccc1-n1c(=O)c(C#N)c(-c2ccc([N+](=O)[O-])cc2)c2cc(C(=O)c3ccccc3O)cnc21	-2	.	-1	.	1	2	-20	6
C[C@@H]1CN([C@H](C)CO)C(=O)c2cccc(NC(=O)Nc3ccc4c(c3)OCO4)c2O[C@H]1CN(C)Cc1ccc2c(c1)OCO2	-5	42[16.7 µM]	0	0.1	1	4	7	3
Cc1c(C(=O)NCc2ccco2)oc2c(Cl)cccc12	-3	.	4	0.3	-2	-1	-14	-6
O=C(NCC[C@H]1CC[C@@H](NC(=O)C2CCC2)[C@H](CO)O1)c1cc(Cl)cc(Cl)c1	1	.	0	-0.2	-4	-5	-25	-6
COc1ccc(NC(=S)N2CCC(NC(=O)c3ccccc3C)CC2)cc1	4	-5	4	-0.1	0	-27	-5	.
Oc1cccc(C(Nc2nccs2)c2ccc3cccnc3c2O)c1 (configuration not stated)	.	.	.	3.0	0	.	-9	4
CCOC(=O)c1[nH]c2ccc(Br)cc2c1NC(=O)CCN1CCC(C)CC1	-1	7	3	.	.	4	.	-4
O=C(NCCc1ccc(Cl)cc1)c1cnc2n(c1=O)CCS2	0	-4	5	-0.1	0	3	-7	4
Cc1nn2c(-n3ccnc3)c3c(nc2c1-c1ccccc1)CCC3	0	-17	-3	.	.	3	.	.
CCOC(=O)C1=CCC2c3c(c4ccccc4n3C)C(=O)C1N2C(=O)OC(C)(C)C (configuration not stated)	1	.	-5	0.0	3	5	-3	.
O=C(Nc1ccc(F)c(Cl)c1)c1cc(C2CCCCN2C(=O)CCc2ccccc2)on1 (configuration not stated)	-2	2	-2	0.2	0	13	-44	-7
CC(C)(C)N(Cc1ccccc1)C(=O)COc1cccnc1[N+](=O)[O-]	-2	.	3	0.0	-1	3	-13	.
CC(=O)c1cccc(OCC(=O)c2cc(C)n(-c3cc(C)on3)c2C)c1	-2	-10	-4	.	-2	-2	-8	-1
O=C(CSc1ccc2nnc(-c3ccccc3)n2n1)NCC1CCCO1 (configuration not stated)	1	-2	-2	.	.	-4	.	3
C[C@@H]1CCCCO[C@@H](CN(C)S(=O)(=O)c2ccc(Cl)cc2)[C@@H](C)CN([C@@H](C)CO)C(=O)c2cc(NS(=O)(=O)c3ccc(Cl)cc3)ccc2O1	-5	-4[16.7 µM]	0	7.5	.	-13	.	-8
CN1CCN(C(=O)c2ccc(-c3ccc(F)c(F)c3)c3ccoc23)CC1	1	9	-6	0.0	-2	0	-3	-4
CCCCN(C(=O)c1ccc(S(=O)(=O)N(C)c2ccccc2)cc1)c1c(N)n(CCC)c(=O)[nH]c1=O	2	4	7	.	5	0	-10	-9
Cn1cnnc1SCC(=O)Nc1ccc(Cl)c(S(=O)(=O)N2CCOCC2)c1	.	.	.	0.0	3	.	0	-9
CC(C)CN(C(=O)COC(=O)CSc1ccccc1F)c1c(N)n(Cc2ccccc2)c(=O)[nH]c1=O	-1	7	-2	.	6	6	-20	7
Cc1[nH]c2ccccc2c1C(=O)C(=O)N1CC(C)OC(C)C1 (configuration not stated)	-4	1	-2	.	4	7	12	2
O=C(Nc1ccccc1Cl)c1cc(C2CCCN(C(=O)c3cccc(O)c3)C2)on1 (configuration not stated)	0	-5	3	-0.3	1	1	-12	10
C[C@H]1CN([C@@H](C)CO)C(=O)c2cc(NC(=O)Nc3ccc(C(F)(F)F)cc3)ccc2O[C@@H]1CN(C)CC1CCCCC1	54	-25[16.7 µM]	7	0.3	0	-1	10	0
COc1ccc(/C=C/C(=O)OCC(=O)N2CCN(S(=O)(=O)c3ccc(C)cc3C)CC2)cc1OC	0	-7	-1	-0.7	-3	-5	-12	-8
Oc1cccc2c3c(oc12)CCCC3	5	-4	6	0.2	1	-3	-8	5
Cc1cc(NC(=O)COc2ccccc2C)ccc1NC(=O)c1ccco1	0	-16	-1	0.1	1	16	-11	-7
CSc1nnc(CCCCCNC(=O)OC(C)(C)C)o1	-1	1	-9	0.8	3	-15	2	8
COC(=O)c1c(C)[nH]c(C=Nc2ccc(OC)cc2)c1C	1	.	5	0.1	1	1	0	-5
COc1ccc(NC(=O)c2cc3ccccc3[nH]2)cc1	-3	16	0	0.3	-1	-2	-8	1
Cn1c(=O)c2c(O)c(Cc3ccccc3)c(=O)[nH]c2n(C)c1=O	0	-4	4	0.2	3	-3	-14	17
COCCNC(=O)Cn1nc(-c2ccccc2F)ccc1=O	1	0	8	0.2	0	4	9	.
CN(CC(=O)Nc1ccccc1Br)C(=O)c1ccc(-c2ccc(Cl)cc2)o1	0	1	1	.	-1	-4	-4	.
